Screening results: PubChem, National Center for Advancing Translational Sciences (NCATS)
FLuc counter – inhibits or activates purified firefly luciferase, miR-21 counter-screen; purified FLuc, Km substrates, luminescence inhibition; Potency, µM (titrated, usually from 57.5 µM), without a hit: at the top dose activity change, negative = inhibition, actives largely listed as inhibitors; 6.9% of 360,000 active; active means well fitted inhibition curve with a large enough effect; inconclusive means small, poorly fitted or top-dose-only effect;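 further: plate controls were vehicle for no effect and reference inhibitor for full effect; nearly all actives have a fitted effect of over 55% in size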
Target sequence (P08659 whole entry, looked up): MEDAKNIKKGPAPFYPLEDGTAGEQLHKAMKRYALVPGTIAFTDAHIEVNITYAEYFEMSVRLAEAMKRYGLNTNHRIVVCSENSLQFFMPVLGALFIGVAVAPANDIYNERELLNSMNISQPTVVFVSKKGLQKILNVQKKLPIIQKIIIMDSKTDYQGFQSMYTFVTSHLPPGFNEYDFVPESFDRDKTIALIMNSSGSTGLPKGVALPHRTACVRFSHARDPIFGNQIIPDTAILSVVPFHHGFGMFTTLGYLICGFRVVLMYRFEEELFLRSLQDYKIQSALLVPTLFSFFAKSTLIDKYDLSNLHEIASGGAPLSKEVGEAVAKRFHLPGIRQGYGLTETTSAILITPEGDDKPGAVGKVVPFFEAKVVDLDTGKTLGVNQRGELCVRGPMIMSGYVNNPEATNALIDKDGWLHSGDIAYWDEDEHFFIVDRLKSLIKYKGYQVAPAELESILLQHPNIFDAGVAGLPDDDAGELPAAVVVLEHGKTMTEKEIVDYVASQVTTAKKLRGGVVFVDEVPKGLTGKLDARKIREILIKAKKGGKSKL
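Biochemical qHTS of compounds, final roughly 60 µM downward over six points, against 10 nM purified firefly luciferase using Km concentrations of substrates (10 uM D-luciferin, 10 uM ATP) in Tris acetate pH 7.5 buffer; luminescence output.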
An asterisk follows results filed as active; u = inconclusive. Potency means the concentration at half of the fitted maximal effect. Not all compounds are listed; rates above refer to the full screens.

SMILES	FLuc counter
COC(=O)c1cc(NC(=O)c2ccc3c(c2)N(Cc2cccc(Cl)c2)C(=O)c2ccccc2S3=O)cc(C(=O)OC)c1 (configuration not stated)	-0.2%
CCOC(=O)c1ccc(CN(Cc2ccc(F)cc2)S(=O)(=O)c2ccc(F)c(C(=O)Nc3ccc(Cl)cc3F)c2)cc1	-2.2%
COCCNC(=O)CCn1c(=O)c2cc(OC)c(OC)cc2n(CC(=O)Nc2ccccc2C)c1=O	-0.7%
Cc1nc(-c2cccc(F)c2)sc1CCNC(=O)C(=O)Nc1ccc2c(c1)OCO2	-4.8%
Cc1cc(C)n(-c2nc3ccccc3nc2N2CCN(c3cccc(C(F)(F)F)c3)CC2)n1	-1.5%
CCn1ccc2cc(S(=O)(=O)N3CCC(C(=O)NCc4ccc(OC(C)C)cc4)CC3)ccc21	-8.6%
Cc1cc(C)cc(NC(=O)C(C)N2Cc3ccccc3C2=O)c1 (configuration not stated)	3.7%
CC(=O)c1cc(-c2ccccc2)n(CC(=O)NCc2ccccc2C)c1C	-6.0%
Cc1ccc(N2C(=O)c3oc4cc(C)c(C)cc4c(=O)c3C2c2cccc(O)c2)nc1 (configuration not stated)	4.0%
O=C(Cn1c2ncccc2c(=O)n1-c1ccccc1)NCc1ccccc1	-9.8%
Cc1ccc(-c2onc(C)c2C)cc1S(=O)(=O)Nc1ccccn1	-14.3%
CCN1C(C(=O)c2ccccc2)=C(OC(=O)c2ccccc2OC)c2ccccc2S1(=O)=O	-3.0%
CCc1ccc(CNC(=O)c2ccc(Cn3c(=O)c4cccn4c4cccnc43)cc2)cc1	-0.2%
COc1ccc(CCNS(=O)(=O)c2cc(-c3cc(C)no3)ccc2C)cc1OC	-2.5%
CCOc1ccc(S(=O)(=O)c2c(C(=O)c3ccc(C)c(C)c3)cnc3ccccc23)cc1	-5.9%
CCOc1ccccc1NC(=O)Cn1cc(C(=O)c2ccc(Cl)cc2)c(=O)c2ccc(C)nc21	2.4%
Cc1nn2c(=O)cc(COC(=O)CNC(=O)c3ccc(F)cc3)nc2s1	2.1%
CCN(c1ccccc1)S(=O)(=O)c1ccc(NC(=O)c2nc(SC)ncc2Cl)cc1	-2.1%
CN1C(=O)c2ccccc2Sc2ccc(NC(=O)COc3ccc(Cl)cc3)cc21	-5.7%
CC(=O)c1cccc(NC(=O)c2ccc(-n3c(C)nnc3C)cc2)c1	-4.7%
CCOC(=O)c1ccccc1NC(=O)N1CCC(N2CCN(Cc3ccccc3)C(=O)C2=O)CC1	6.1%
O=C(Nc1ccc2nc(SCC(=O)N3CCCC3)sc2c1)c1ccc(F)cc1	-3.3%
CSc1ccc(-c2nc3cccc(C)n3c2Nc2ccc(Cl)cc2)cc1	2.2%
O=C(CSc1ccc(-c2cccs2)nn1)Nc1cccc(F)c1	23.9µM*
Cc1cccc(C(c2sc3nc(-c4ccco4)nn3c2O)N2CCN(Cc3ccccc3)CC2)c1 (configuration not stated)	-18.9%
CCCCN(C)CCCNC(=O)c1cc(-c2ccc(Br)s2)nc2ccccc12	-10.4%
N#Cc1c(C(F)(F)F)cc(-c2cccs2)nc1SCC(=O)Nc1ccc(F)cc1	-0.4%
Cc1cc(C)cc(NC(=O)CSc2nc3sc4c(c3c(=O)[nH]2)CCCC4)c1	-4.5%
Cc1ccc(Cn2c(CNC(=O)CCc3ccccc3)nc3cccnc32)cc1	6.9%
O=C(CS(=O)(=O)c1nc(-c2ccc(Cl)cc2)cn1-c1ccccc1)Nc1ccc(F)cc1F	21.3µM*
Cc1cccc(C2CC(=O)Oc3c2c(=O)n(C)c2ccccc32)c1 (configuration not stated)	u
Cc1ccc(NC(=O)/C(C#N)=C/c2cc(C)n(-c3ccc(F)cc3)c2C)cc1C	-2.3%
CCOc1ccc2nc(NC(=O)CS(=O)(=O)c3ccc(Cl)cc3)sc2c1	-2.8%
CCOCCCNC(=O)c1c(NC(=O)Cc2coc3c(C)c(C)ccc23)sc2c1CCC2	-13.5%
CCOc1cc(-c2nnc(SCC(=O)NC3CCCCC3)nc2-c2ccc(OC)c(OCC)c2)ccc1OC	2.9%
CCC(=O)N1CCc2cc(Br)cc(S(=O)(=O)CCC(=O)NCCc3ccccc3Cl)c21	-13.0%
Cc1noc2ncnc(Nc3ccc(F)cc3)c12	-0.6%
Cc1cc(C)c(NC(=O)C2CCN(C(=O)N3CC(C)Oc4ccc(Cl)cc43)CC2)c(C)c1 (configuration not stated)	-8.5%
CCOc1ccc(CNc2nc3nc(C)c(Cc4ccccc4)c(=O)n3[nH]2)cc1	-17.1%
COc1cc(OC)c(Nc2nc3ccccc3nc2-n2nc(C)cc2C)cc1Cl	-2.1%
COc1ccc(CCNC(=O)c2ccc3c(c2)ncn3-c2ccc(C(C)C)cc2)cc1OC	-2.7%
O=C(Nc1cc(Cl)ccc1Cl)C1(c2cccs2)CCOCC1	7.0%
N#Cc1c(C(F)(F)F)cc(-c2cccs2)nc1SCC(=O)Nc1cccc(Cl)c1	1.1%
COc1ccc(N2CCN(C(CNC(=O)c3ccc(C)cc3)c3ccc4c(c3)OCO4)CC2)cc1 (configuration not stated)	-0.3%
Cc1cc(N2CCN(c3ccccc3)CC2)n2cnnc2n1	-2.6%
COc1ccccc1CNC(=O)c1nnn(CC(=O)Nc2c(C)cccc2C)c1N	-3.7%
CC(=O)Nc1ccc(NC(=O)CCCn2nc(C)c3sc4ccccc4c3c2=O)cc1	-6.4%
Cc1cccc(Oc2nc3c(C)cccn3c(=O)c2/C=C(\C#N)c2nc3ccccc3s2)c1	-0.2%
COc1ccc(NC(=O)C2Cc3ccccc3CN2S(=O)(=O)c2ccccc2)cc1OC (configuration not stated)	-2.3%
Cc1cccn2c(=O)c(/C=C(\C#N)c3nc4ccccc4n3C)c(Oc3ccc(Cl)cc3)nc12	-0.4%
COc1ccc(-c2cn3c(n2)sc2cc(C(=O)NCCc4ccc(OC)cc4OC)ccc23)cc1	1.6%
Cc1ccc(/C=C/c2onc(C)c2S(=O)(=O)N2CCC(C(=O)Nc3ccc(OC(F)(F)F)cc3)CC2)cc1	-2.3%
Cc1cccc(Nc2nc3ccccc3n3c(N)nnc23)c1	-5.6%
Cc1cc(C)cc(NC(=O)c2sc3nc[nH]c(=O)c3c2C)c1	6.0%
CCOc1ccc(S(=O)(=O)c2cn(Cc3ccc(C)cc3)c3ccc(OC)cc3c2=O)cc1	-5.6%
CCOC(=O)c1[nH]c(C)c(CCC(=O)NCc2cccc(Cl)c2)c1C	-0.5%
Cc1ccc2oc(C(=O)Nc3nc(-c4ccc(F)cc4)ns3)c(C)c2c1	u
CC(C)Sc1ncc(Cl)c(C(=O)N(Cc2ccc(F)cc2)C2CCS(=O)(=O)C2)n1 (configuration not stated)	3.7%
CCC1CCCCN1S(=O)(=O)c1ccc(NC(=O)c2nc(SC)ncc2Cl)cc1 (configuration not stated)	-3.0%
CC(=O)N1CCCc2cc(S(=O)(=O)N3CCN(c4cccc(C(F)(F)F)c4)CC3)ccc21	2.5%
Other records follow.
SMILES	FLuc counter
CC1=C(c2ccc(C)c(C)c2)S(=O)(=O)N=C1N1CCN(c2cccc(C(F)(F)F)c2)CC1	0.2%
Cc1c(C(=O)NCc2ccccc2)sc2nc3n(c(=O)c12)CCCCC3	u
O=C(COc1ccc(F)cc1)Nc1ccc(C(=O)OCc2cc(=O)n3nc(C4CC4)sc3n2)cc1	-2.7%
CC(Sc1nc(=O)cc(N)n1CCc1ccccc1)C(=O)Nc1cccc(Cl)c1 (configuration not stated)	-2.0%
COc1ccc(-c2nc3ccc(NS(=O)(=O)c4ccc(C)cc4)cc3o2)cc1	u
Cc1ccc2nc(COc3cccc(NC(=O)COc4ccc(F)cc4)c3)cc(=O)n2c1	-10.4%
Cc1ccc(CNC(=O)CCc2c(C)nn(-c3ccc(N4CCCCC4)nn3)c2C)cc1	-17.0%
Cc1cccc(N2CCN(C(=O)CCc3nnc4n(CC(C)C)c(=O)c5ccccc5n34)CC2)c1C	-13.3%
CCc1ccc(NC(=O)N2c3ccccc3Sc3ccccc32)cc1	3.0%
COCCCNC(=O)c1sc2nc(C)c(C(=O)Nc3ccc(C)cc3C)c(-c3ccccc3Cl)c2c1N	-19.0%
CCCNC(=O)CSc1nc2ccccc2nc1Cc1ccc(Cl)cc1	-4.8%
Cc1cccc(C(=O)n2nc(-c3cccnc3)nc2NCc2ccccc2)c1	-7.6%
Cc1cccc(C)c1NC(=O)Cn1nnc(S(=O)(=O)c2ccccc2)c1N	-0.9%
O=C(CCSCCc1ccccn1)Nc1ccccc1C(F)(F)F	-4.5%
COc1ccc(OC)c(CCNC(=O)c2ccc3c(c2)N(Cc2ccc(C)cc2)CCS3)c1	-8.3%
CC(C)CCSc1nnc2n(-c3ccccc3)c(=O)c3c4c(sc3n12)CC(C)CC4 (configuration not stated)	-0.7%
Cc1cccc(Cn2c(=O)n(CC3CCC(C(=O)NC(C)C)CC3)c(=O)c3sccc32)c1 (configuration not stated)	1.5%
Cc1ccc(Cn2c(CCNC(=O)C(C)C)nc3ccccc32)cc1	-1.5%
Cc1cc(OC(C)C(=O)N2CCN(CCc3ccccn3)CC2)ccc1Cl (configuration not stated)	3.5%
Cc1noc(/C=C/c2ccccc2F)c1S(=O)(=O)N1CCC(C(=O)Nc2ccc(C#N)cc2)CC1	0.7%

Among those listed so far, these have a cyano group:
SMILES	FLuc counter
N#Cc1c(C(F)(F)F)cc(-c2cccs2)nc1SCC(=O)Nc1ccc(F)cc1	-0.4%
Cc1ccc(NC(=O)/C(C#N)=C/c2cc(C)n(-c3ccc(F)cc3)c2C)cc1C	-2.3%
N#Cc1c(C(F)(F)F)cc(-c2cccs2)nc1SCC(=O)Nc1cccc(Cl)c1	1.1%
Cc1cccc(Oc2nc3c(C)cccn3c(=O)c2/C=C(\C#N)c2nc3ccccc3s2)c1	-0.2%
Cc1cccn2c(=O)c(/C=C(\C#N)c3nc4ccccc4n3C)c(Oc3ccc(Cl)cc3)nc12	-0.4%
Cc1noc(/C=C/c2ccccc2F)c1S(=O)(=O)N1CCC(C(=O)Nc2ccc(C#N)cc2)CC1	0.7%

Carrying on:
SMILES	FLuc counter
O=c1oc2cc(O)ccc2cc1-c1nnc(Nc2ccccc2F)s1	2.39µM*
CCOc1ccc(CCNC(=O)c2cc3c(-c4ccccc4F)nn(C)c3s2)cc1OCC	-10.3%
COc1cc(-c2nnc(SCC(=O)Oc3ccccc3Cl)o2)cc(OC)c1OC	6.0%
COC(=O)c1ccc(NC(=O)CC2C(=O)N(c3cccc(C)c3)C(=O)N2Cc2ccco2)cc1 (configuration not stated)	-1.7%
CCOc1ccc(NC(=O)c2cn(C)c(=O)c3cc(OC)c(OC)cc23)cc1	-1.1%
COc1ccc(CCNC(=O)Cn2nnc(-c3cccc(C(F)(F)F)c3)n2)cc1OC	-0.6%
Cc1cc(NC(=O)Cn2nc(C)n3cccc3c2=O)ccc1Br	-19.1%
CSc1cccc(NS(=O)(=O)c2ccc3[nH]cc(C(=O)N4CCCC4)c(=O)c3c2)c1	u
CCCN(CCC)CCCNC(=O)c1cn(C)c2ccc(S(=O)(=O)N3CCOCC3)cc2c1=O	3.5%
COc1ccc(CCNC(=O)CSc2nnnn2-c2cccc(C(C)=O)c2)cc1OC	-8.6%
COc1ccc(-c2cccc(NS(=O)(=O)c3ccc(NC(C)=O)cc3)c2)nn1	-10.8%
CC(=O)c1cccc(NC(=O)CSc2nnc3ccc(-c4ccc(C)cc4)nn23)c1	-5.2%
CCOc1cccc(NC(=O)C2CC(=O)N(C)C(=Nc3cccc(OC)c3)S2)c1 (configuration not stated)	-9.5%
CCOc1ccc(CCNC(=O)c2ccc(CSCc3ccccc3C)o2)cc1OCC	-12.5%
COc1cccc(CN2C(=O)N(c3ccc(C)cc3)C(=O)C2CC(=O)Nc2cc(OC)cc(OC)c2)c1 (configuration not stated)	-3.3%
CCOc1ccc(NC(=O)Cn2c(=O)n(Cc3nc(-c4ccccc4)no3)c(=O)c3ccccc32)cc1	-4.5%
Cc1ccc(CNC(=O)c2cc(-c3ccc(C)cc3)nc3n[nH]c(-c4cccc([N+](=O)[O-])c4)c23)cc1	-1.3%
COc1ccc(C)c2sc(N(Cc3cccnc3)C(=O)COc3ccccc3)nc12	-3.0%
Cc1ccc2oc(=O)n(Cc3ccccc3Cl)c2c1	-17.7%
CN(CC(=O)NCc1ccc(F)cc1)S(=O)(=O)c1ccc2[nH]c3c(c2c1)CCCC3	-13.3%

Among those listed so far, 3 contain bromine:
SMILES	FLuc counter
CCCCN(C)CCCNC(=O)c1cc(-c2ccc(Br)s2)nc2ccccc12	-10.4%
CCC(=O)N1CCc2cc(Br)cc(S(=O)(=O)CCC(=O)NCCc3ccccc3Cl)c21	-13.0%
Cc1cc(NC(=O)Cn2nc(C)n3cccc3c2=O)ccc1Br	-19.1%

Other records.
SMILES	FLuc counter
COc1cc2c(C(=O)N3CCN(c4cccc(C(F)(F)F)c4)CC3)cn(CC(C)C)c(=O)c2cc1OC	-2.8%
COc1ccc(-c2onc(C)c2C)cc1S(=O)(=O)NCc1ccco1	4.3%
Cc1ccc(CNc2nc(-c3ccco3)nn2C(=O)c2ccccc2[N+](=O)[O-])cc1	-9.0%
CC(=O)N1CCc2cc(CNS(=O)(=O)c3ccc(F)cc3)ccc21	-1.5%
O=C(c1cnc(N2CCOCC2)c2ccccc12)N1CCN(c2ccccc2)CC1	-0.4%
CCOC(=O)N1CCc2c(sc3c2c(=O)n(Cc2ccccc2)c(=O)n3Cc2cccc(Cl)c2)C1	3.5%
Cc1ccccc1CNC(=O)c1ccc(CS(=O)Cc2ccc(Cl)cc2)o1 (configuration not stated)	-9.8%
Brc1ccc(CN2CCc3nc(Nc4ccccc4)ncc3C2)s1	-17.1%
O=C(NCc1ccccc1)c1nnc(Cc2cccc(F)c2)o1	5.3%
Cc1ccc(NS(=O)(=O)c2cc(Br)cc3c2N(C(=O)C2CC2)CC3)cc1C	-15.6%
Cc1ccc(NC(=O)CCCn2c3ccccc3c(=O)c3cc(C)ccc32)c(Br)c1	-12.4%
